EWS-Fli inh = EWS/Fli-driven NR0B1 reporter inhibitors, primary screen, A673 cells, NR0B1 luciferase, luminescence, MLPCN library. viability-normalised. inhibition, % at 12.6 µM. hit rate 0.67% among 350,000. AID 651661, 2012;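 active = mean inhibition of at least 50% after viability correction, with every replicate also passing that limit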;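 also: firefly luciferase signal divided by Alamar Blue viability fluorescence both relative to DMSO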
RAD52 anneal inh = RAD52 DNA annealing inhibitors, primary screen, biochemical, FRET, single point, set 2; DNA repair protein RAD52 homolog (Homo sapiens), P43351; recombinant RAD52 DNA annealing, FRET fluorescence; inhibition, % at 18.7 µM; hit rate 0.46% among 360,000; AID 651710, 2012;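 active = every replicate showing at least 50% inhibition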
Target sequence (P43351 whole entry, looked up): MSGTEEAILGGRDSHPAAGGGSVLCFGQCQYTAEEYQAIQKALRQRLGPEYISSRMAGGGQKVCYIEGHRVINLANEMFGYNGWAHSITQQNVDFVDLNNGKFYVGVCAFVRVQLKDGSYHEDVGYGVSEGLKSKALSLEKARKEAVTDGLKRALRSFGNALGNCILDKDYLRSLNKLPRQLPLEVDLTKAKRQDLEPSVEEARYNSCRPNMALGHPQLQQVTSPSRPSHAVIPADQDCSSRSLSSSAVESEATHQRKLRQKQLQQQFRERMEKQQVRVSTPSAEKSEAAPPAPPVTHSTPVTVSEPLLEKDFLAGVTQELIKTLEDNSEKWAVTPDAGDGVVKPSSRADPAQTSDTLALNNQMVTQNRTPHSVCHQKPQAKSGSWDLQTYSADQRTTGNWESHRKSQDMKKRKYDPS
FN deposit inh = inhibitors of fibronectin matrix deposition, primary screen, AH1F cells, Alexa488-fibronectin fluorescence, plate reader; AH1F fibroblasts, overnight; inhibition, % at 12.6 µM; hit rate 0.086% among 350,000; AID 743247, 2014;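 active = mean inhibition across replicates of 30% or more, regardless of how many single replicates reach that level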;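 also: positive control wells lacked labelled fibronectin entirely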
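Test system: AH1F fibroblast monolayer depositing Alexa488-labelled fibronectin into matrix. Input: 10000 cells per well. Technique: fluorescence, ex 485 nm, em 525 nm. Buffer or medium: DMEM plus 2% serum, read in PBS. Timing: 1 h cell adhesion before compound, then overnight fibronectin incubation. Compound: single dose, pinned. Read-out basis: inhibition from reduced deposited-fibronectin fluorescence.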
S100A4 MyoIIA = inhibitors of S100A4-myosin IIA peptide binding, primary screen, biochemical, fluorescence polarization, TAMRA-MyoIIA peptide; inhibition, % at 10.7 µM; hit rate 0.14% among 360,000; Protein S100-A4 (Homo sapiens), P26447; AID 652163, 2013;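 active = mean inhibition of at least 70% across replicates, with every replicate also reaching that level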
Target sequence (P26447 whole entry, looked up): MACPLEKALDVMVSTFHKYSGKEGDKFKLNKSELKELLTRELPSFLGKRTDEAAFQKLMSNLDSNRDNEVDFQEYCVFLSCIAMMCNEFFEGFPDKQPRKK
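Material: S100A4 monomer (human). Medium: Calcium-containing HEPES buffer, pH 7.2. Probe or stimulus: labelled myosin peptide probe, 5 nM. Compound dosing: one concentration per compound. Timing: polarization read 5 min after assay mix addition, stable 5–60 min. Benchmarks: DMSO as neutral control, TFP as positive control.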
E-sel inducer = E-selectin induction in HUVECs, primary screen, imaging, HUVEC, immunofluorescence imaging, single point; hit rate 0.37% among 260,000; P16581; normalized: neutral wells 0, TNF-alpha wells 100; activation, % at 7.58 µM; AID 686992, 2013;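 active = mean E-selectin-positive cell signal at least 10% of the positive control, reached in at least 60% of replicates, without over 20% cell loss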;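 also: in these data hits start at about 27%; measured in HUVEC primary endothelial cells; signal is the percent of cells scored E-selectin positive by PE staining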
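material = human umbilical vein endothelial cells (HUVEC), E-selectin induction | quantity = 3,000 cells/well | medium = EGM-2 growth medium on 0.1% gelatin-coated wells | technique = immunofluorescence imaging | read-out basis = % PE-positive cells | control set = TNF-alpha positive control, DMSO neutral control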
esBAF inh = Bmi1 luciferase reporter increase in mESCs, primary screen, esBAF inhibitor project, mouse ES cells, Bmi1 luciferase knock-in, single point; 24 h; 100% = twice the neutral-well signal; reporter increase, % at 12.5 µM; hit rate 2% among 350,000; AID 602393, 2012; in the data active = activation above about 40%;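 also: 0% = median of the plate's neutral control wells and 100% = double that signal; a rise in the Bmi1 reporter signal indicates esBAF inhibition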
RAD54 inh = inhibitors of human RAD54 branch migration, primary screen, biochemical, fluorescence, single point; DNA repair and recombination protein RAD54-like (Homo sapiens), Q92698; inhibition, % at 10.4 µM; RAD54 Holliday junction branch migration, FAM/BHQ fluorescence; hit rate 0.14% among 360,000;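 active = mean normalized replicate activity at least 40 and at least half of replicates scoring 40 or more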;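 also: 0% = median of neutral control wells and 100% = median of positive control wells; inhibitors cause a drop in the FAM fluorescence signal; in these data hits start at about 50%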
Xi reactivation = activators of inactive X chromosome reactivation, primary screen, imaging, XiGFP fibroblasts, GFP high-content imaging, set 2; hit rate 0.055% among 360,000; XiGFP mouse fibroblasts, % GFP-positive cells imaging, 3 d; cells co-treated with 5-aza-dC sensitizer; scaled so ellipticine positive control = 100%; activation, % at 7.58 µM;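 active = mean normalized replicate activation at least 10% and every replicate at or above 10%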;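 also: 0% = median of on-plate neutral control wells and 100% = ellipticine 6 µM median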
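assay system = SV40-immortalized XiGFP fibroblast cells, line 68-5-11 | buffer or medium = DMEM plus 5-aza-dC sensitizer | doses = single-point pinned compound dosing | times = 3-day compound exposure, then 15 min fixation at room temperature | benchmarks = positive control ellipticine, 6 µM final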
* = called active by the depositor; . = not tested or not shown; & = joins results of further samples.

Molecule,RAD54 inh,E-sel inducer,EWS-Fli inh,Xi reactivation,FN deposit inh,S100A4 MyoIIA,esBAF inh,RAD52 anneal inh
Cc1cc(C(=O)NC2CC(C)(C)Cc3c2cnn3-c2cccc(F)c2)nn1C (configuration not stated),-6.3,0.0,.,-0.1,2.6,-6.6,3.8,-14.5
O=C(CSc1nnc(Cc2ccccc2)n1-c1cccc(Cl)c1)N1CCOCC1,-12.0,0.7,.,.,8.2,.,1.0,.
CC(C)C#Cc1ccc2c(c1)O[C@H](CN(C)S(C)(=O)=O)[C@H](C)CN([C@H](C)CO)S2(=O)=O,-1.0,0.7,9.6,0.0,-7.9,9.3,2.4,-52.1
N#Cc1cccc(S(=O)(=O)NCCOc2ccccc2F)c1,1.4,.,0.4,0.0,3.1,1.4,0.2,-19.1
CC(C)C#Cc1ccc([C@H]2[C@H](CO)N3C(=O)CN(C(=O)C4CCCCC4)C[C@@H]23)cc1,.,0.2,-2.3,0.0,.,1.2,.,3.3
CCCCn1c(-c2ccc(F)c(F)c2)nc2cc3[nH]c(=O)c(C(C)C)nc3cc21,-2.4,0.6,11.2,-0.2,-8.6,-6.4,-1.0,-10.3
CSCCC(NC(=O)c1ccco1)C(=O)N1CCN(C(c2ccccc2)c2ccccc2)CC1 (configuration not stated),-2.5,.,12.6,0.0,.,-1.0,-4.3,-32.2
C[C@@H]1CN([C@@H](C)CO)S(=O)(=O)c2ccc(C#CC3CC3)cc2O[C@@H]1CN(C)C(=O)c1ccccn1,3.5,2.5,0.6,-0.6,1.8,1.8,5.7,-6.2
COc1ccc(Nc2cc(NCCCO)c([N+](=O)[O-])c3nonc23)cc1,3.3,.,10.1,0.0,5.7,4.7,-5.8,-21.4
C[C@H](CO)N1C[C@H](C)[C@H](CN(C)C(=O)CN(C)C)Oc2cc(-c3ccccc3)ccc2S1(=O)=O,2.0,0.8,-8.7,-0.8,-1.4,-32.6,-1.7,16.8
Cc1noc(C)c1COC(=O)[C@@H](NC(=O)c1ccccc1)C(C)C,.,7.3,-3.5,-0.7,-20.5,0.8,.,-0.1
CCS(=O)(=O)C1=NSC2=NC(=O)/C(=C\c3ccc(OC(=O)c4ccco4)c(OC)c3)C(=N)N21,-17.4,-0.8,9.3,0.1,4.3,-9.1,-4.9,-244.3
CN(CC(=O)NCc1ccccc1)CC(=O)Nc1ccc(Cl)c(C(F)(F)F)c1,4.2,0.2,8.4,0.0,8.4,1.3,1.0,7.0
NNC(=O)CN1C(c2ccc(Br)cc2)=Nc2ccc(Br)cc2C1c1ccccc1 (configuration not stated),-0.8,0.4,.,0.0,-6.1,.,.,.
Cc1ccc(S(=O)(=O)N(C)C[C@H]2Oc3ncc(-c4ccccc4)cc3C(=O)N([C@@H](C)CO)C[C@@H]2C)cc1,3.7&-1.4&-9.4,1.3&0.3,-13.4&-8.0&-2.5,0.0&-0.9,6.8&-6.7,6.3&-3.0&-4.1,5.9&3.1&3.4,-3.3&9.3&13.3
COc1ccc(OC)c(NC(=O)c2cccc(NC(=O)c3ccccc3C(=O)O)c2)c1,.,0.2,-6.1,0.3,5.0,-6.1,.,-30.7
C[C@@H]1CCCCO[C@@H](CN(C)S(=O)(=O)c2cn(C)cn2)[C@H](C)CN([C@H](C)CO)C(=O)c2cc(N(C)C)ccc2O1,-4.3,0.5,-5.0,0.4,-1.3,38.8,2.2,-82.9
Cc1ccsc1/C=N/n1c(-c2ccccc2)n[nH]c1=S,.,1.1,-1.8,0.0,-2.3,3.2,.,-11.7
Cc1cccc(OCCCN2CCC(C(O)(c3ccccc3)c3ccccc3)CC2)c1,.,-0.2,20.1,0.0,-4.3,1.7,.,-13.8
CO[C@@H]1CN(C)C(=O)c2ccc(NC(=O)C3CCCCC3)cc2OC[C@H](C)NC[C@H]1C,6.0,0.1,-4.7,-0.7,8.6,-16.7,-2.1,-1.6
NC(=NCCc1ccccc1)NS(=O)(=O)c1ccccc1F,7.4,.,.,0.0,-3.8,-6.7,3.3,-4.2
CCc1ccccc1NC(=O)C/C(C)=N/NC(=O)COc1ccccc1C,-4.6,-0.1,4.4,0.3,2.5,-0.5,-5.5,-22.8
COCCn1c(SCC(=O)NCc2ccc(OC)c(OC)c2)nc2ccccc21,-9.4,0.1,1.7,0.0,5.4,-4.3,-8.0,-4.6
CCOCCCNC(=O)C1CCC(CNS(=O)(=O)c2ccc(OC)cc2)CC1 (configuration not stated),.,0.0,12.9,0.0,-4.0,-1.6,.,-6.0
COc1cccc(-n2ccn(CC(=O)NCCc3ccccc3)c(=O)c2=O)c1,-1.7,.,-7.8,0.3,7.1,1.0,0.1,-6.6
Cc1ccc(/C=C2\SC(=S)N(CCCC(=O)Nc3cccc(C(=O)O)c3)C2=O)cc1,3.7,-0.2,.,0.0,-4.5,0.7,-50.3,-214.6
COc1ccc(NC(=O)N2CC(=O)N3[C@@H](CO)[C@@H](c4ccc(-c5ccc(C)cc5)cc4)[C@@H]3C2)cc1,.,-0.5,-3.3,-0.1,.,-12.2,.,-13.6
CC(C)NC(=O)Nc1ccc2c(c1)CC(=O)N([C@H](C)CO)C[C@H](C)[C@@H](CN(C)S(=O)(=O)c1ccc(F)cc1)O2,.,-2.5,-3.9,0.0,.,.,-0.6,.
CC(C)Cc1ccc(C(=O)NCCOc2ccccc2)o1,2.9,.,-42.6,0.3,3.9,-0.6,-11.8,-6.8
O=C(N[C@H]1C/C=C\C[C@@H](CC(=O)N(CCO)Cc2ccccc2)C(=O)N2CCC[C@H]2COC1=O)OCC1c2ccccc2-c2ccccc21,7.1,1.4,9.9,0.3,-10.3,-2.4,-8.6,-0.6

Full records from above.
`CCOCCCNC(=O)C1CCC(CNS(=O)(=O)c2ccc(OC)cc2)CC1` (configuration not stated) reads RAD54 inh = .; E-sel inducer = 0.0; EWS-Fli inh = 12.9; Xi reactivation = 0.0; FN deposit inh = -4.0; S100A4 MyoIIA = -1.6; esBAF inh = .; RAD52 anneal inh = -6.0
`C[C@@H]1CCCCO[C@@H](CN(C)S(=O)(=O)c2cn(C)cn2)[C@H](C)CN([C@H](C)CO)C(=O)c2cc(N(C)C)ccc2O1` reads RAD54 inh = -4.3; E-sel inducer = 0.5; EWS-Fli inh = -5.0; Xi reactivation = 0.4; FN deposit inh = -1.3; S100A4 MyoIIA = 38.8; esBAF inh = 2.2; RAD52 anneal inh = -82.9

The list continues:
Molecule,RAD54 inh,E-sel inducer,EWS-Fli inh,Xi reactivation,FN deposit inh,S100A4 MyoIIA,esBAF inh,RAD52 anneal inh
Cn1cc(CNCc2cn[nH]c2-c2ccc(F)cc2)c(-c2ccc3c(c2)OCCO3)n1,.,2.1,10.4,-0.1,-6.0,-1.5,.,-2.1
COc1ccc(N2CCN(C(=O)CN3C(=O)NC4(CCCCC4C)C3=O)CC2)cc1 (configuration not stated),2.7,0.2,2.2,0.2,-11.8,-10.3,.,-5.0
CCOC(=O)C1(CCOC)CCN(Cc2cc3ccccc3s2)CC1,2.4,-0.1,0.8,-0.1,2.7,-1.2,-4.8,-7.4
O=C(CCn1ccnc1)Nc1nc2ccccc2[nH]1,2.1,0.0,2.8,0.0,-2.1,-6.3,-0.6,-4.8
CO[C@H]1CN(C)C(=O)c2cc(NC(=O)Nc3ccc(Cl)cc3)ccc2OC[C@H](C)NC[C@@H]1C,5.8,0.0,7.2,-0.1,2.7,.,-0.3,21.4
O=C(CN1CCOCC1)N1CCCCN2[C@H](CO)[C@@H](c3ccc(Br)cc3)[C@@H]2C1,2.0,-0.1,-6.2,0.1,1.0,4.8,4.7,-16.0
Cc1ccc(S(=O)(=O)Nc2ccc3c(c2)C(=O)N([C@H](C)CO)C[C@@H](C)[C@@H](CN(C)Cc2ccccc2)OCCCC[C@@H](C)O3)cc1,-2.1,.,16.8,0.0,-2.0,.,-1.3,.
CCCCCNC(=O)c1ccc(NS(=O)(=O)c2ccc3[nH]c(=O)[nH]c3c2)cc1,-6.8,0.4,4.1,0.3,.,-0.6,-6.0,-5.9
C[C@@H]1CNC(=O)c2c(C(=O)N[C@@H](Cc3c[nH]c4ccccc34)C(=O)OC(C)(C)C)ncn21,-5.4,.,-9.7,0.1,-9.3,-1.4,4.5,-23.2
COc1cc(N)c(Cl)cc1C(=O)OCC(=O)N1CCc2ccccc21,-17.0,2.6,-7.4,0.3,-15.2,-6.8,14.9,-5.9
COc1cccc(C(C(=O)NC2CCCC2)N(C(=O)c2ccco2)c2cccc(C(C)=O)c2)c1OC (configuration not stated),3.5,.,1.0,0.0,5.2,-1.5,0.9,-5.6
C[C@H](CO)N1C[C@H](C)[C@H](CN(C)CC2CCCCC2)Oc2ccc(NC(=O)Cc3cn(C)c4ccccc34)cc2CC1=O,-8.6,-2.1,1.6,0.8,-1.2,0.4,1.9,-8.6
CCOC(=O)c1c(NC(=O)CSc2c[nH]c3ccccc23)sc2c1CCC2,2.3,0.1,39.9,-0.3,3.3,-0.2,-1.3,-18.6
O=C(CN1CCOCC1)N1CC[C@@H]2[C@@H](CO)Nc3ccc(Br)cc3[C@@H]21,-0.7,-0.1,0.0,0.1,1.6,.,-0.5,.
Cc1cc([N+](=O)[O-])ccc1NC(=O)c1sc2ncn(CC(=O)N3CCOCC3)c(=O)c2c1C,4.5,.,.,0.0,-6.7,-3.9,2.0,-9.0
CCOc1cc2[nH]c(=S)n(CCC(=O)NC3CCCCC3)c(=O)c2cc1OCC,3.3,-0.2,9.9,-0.2,4.3,-0.5,-0.2,-22.1
CCOc1c(Cl)cc(CNc2ccc(N3CCCC3)cc2)cc1OC,8.4,4.8,3.1,0.1,-3.2,0.5,0.6,-12.2
COc1ccc(CN2C(=O)c3ccccc3C2c2nnnn2Cc2ccccc2)cc1 (configuration not stated),.,0.0,-6.7,0.0,2.1,3.1,.,-18.9
O=C(Cc1ccc([N+](=O)[O-])cc1)Nc1nccs1,2.0,.,12.5,0.0,2.2,-1.6,.,-8.9
C[C@H](CO)N1C[C@H](C)[C@H](CN(C)S(=O)(=O)c2ccc(F)cc2)Oc2ccc(NC(=O)Cc3cn(C)c4ccccc34)cc2CC1=O,-3.6,0.4,-12.5,-0.1,.,-6.0,0.7,-12.8
COc1cccc(C(=O)C2CCCN(Cc3cn[nH]c3C3CCCCC3)C2)c1 (configuration not stated),.,.,12.8,0.0,-2.8,-2.4,.,-7.8
C(=N\Nc1nc2ccccc2[nH]1)/c1ccccn1,.,.,70.4*,-0.1,12.7,-2.6,.,-21.8
COc1cc(S(=O)(=O)NC2CCCC2)c(OC)cc1C,-2.7,-0.3,-4.1,0.2,-1.9,-1.9,.,-14.6

Bioassay records: PubChem, Broad Institute
